Screening data (PubChem)
PMI inhibitors – MPI enzyme activity inhibition – biochemical, fluorescence intensity, coupled assay, primary screen (AID 1209). purified PMI enzyme, coupled fluorescence intensity; higher % means a stronger effect. inhibition, % at 20 µM; hits with a dose series show IC50 in µM. 190,000 tested, 0.42% active; in the data active means inhibition above about 50%;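 further: plate controls were DMSO vehicle for no effect and wells lacking substrate for full effect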
bCat nuc transl – beta-catenin nuclear translocation modulation; nuclear translocation activity, % at 5 µM; AID 1665; 190,000 tested, 0.3% active; HeLa beta-catenin nuclear translocation, immunofluorescence imaging;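 active means nuclear translocation activity above 50% at 5 µM, with a well cell count of 50 or more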;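 further: per-cell ratio of nuclear to cytoplasmic median beta-catenin stain intensity; plate controls were DMSO negative control for no effect and GSK-3 inhibitor IX positive control for full effect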
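Signal – beta-catenin immunofluorescence imaging with DAPI · Test system – human HeLa cell line · Dosing – 5 µM primary single dose, 0.1% DMSO, 0.02–20 µM confirmation series · Measure – % activation, nuclear-to-cytoplasmic median beta-catenin signal ratio per cell · Incubation – 24 h compound exposure at 37°C, 5% CO2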
Dynein transport – dynein cargo transport inhibition; z-score, hits read low; 3617.4 mouse cells, GR-EGFP nuclear translocation imaging; test concentration mostly 20 µM; stimulated with dexamethasone, 1 µM; stronger effect = lower value; 220,000 tested, 0.47% active; AID 1381;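 active means plate z-score of nuclear minus cytoplasmic receptor signal below a set negative limit, without overly bright fluorescence or cell loss, cut at about -3.5 in these data, passing the limit was not always enough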;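 further: z-score of nuclear minus cytoplasmic ring GR-EGFP intensity difference per well; some compounds called inactive have numbers as strong as hits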
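Also added: dexamethasone, 1.0 µM final. Medium: tet-free, stripped-serum medium. Detection: fixed, Hoechst-stained cells imaged at 10x for EGFP. Read-out: nuclear-to-cytoplasmic GR-EGFP distribution per well. Times: induction 48 h, compound 1 h, agonist 30 min.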
Myeloid diff MLP – myeloid differentiation induction; calls only at 10 µM; AID 624256; 360,000 tested, 1% active; ER-HoxA9 myeloid progenitors, lysozyme-GFP differentiation, flow cytometry;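 active means normalized GFP-positive differentiation at or above the plate's own cutoff, the solvent-only control mean plus 3 SD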;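 further: cells exposed to compound for four days before flow analysis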
Hep lipid drop – hepatic lipid droplet formation modulation | AML12 mouse hepatocytes, oleate lipid droplets, BODIPY imaging | 240,000 tested, 0.4% active | inhibition, % at 6.5 µM;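 active means lipid droplet intensity inhibited by at least 50%, with more than 500 cells counted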
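Technique: fluorescence imaging, 20x objective, two fields per well / Assay system: AML12 hepatocytes (mouse) / Measure: % inhibition of lipid droplet signal / Doses: 6.5 µM single-point dosing / Incubation: overnight exposure / Reagent: 100 µM oleic acid challenge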
TNAP activators – human TNAP enzyme activators, primary screen, biochemical, luminescent, no phosphate acceptor, uHTS (AID 1001); activation fold at 20 µM, or EC50 in µM where a hit was titrated; purified TNAP, luminescent activation assay, no phosphate acceptor; higher activation fold means a stronger effect; 200,000 tested, 0.03% active; in the data active means activation fold from about 3, or a potency from the dose series; inactive means the rest, 99 in 100 with activation fold below about 1.6; further: many of its hits are not listed in these tables
T cell modulator – modulates CD8 T cell binding to vesicles | 2C CD8+ T cell-vesicle binding, flow cytometry; stronger effect = lower value | calls only at 7 µM | 330,000 tested, 0.068% active;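 active means response, share of CD8 T cells binding vesicles, and their 90th percentile fluorescence all below set limits, cut at about 80% in these data, passing the limit was not always enough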
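Material: murine 2C transgenic CD8+ T lymphocytes / Also added: QL9-peptide-loaded Drosophila micro-vesicles bearing Ld, ICAM-1 and B7-1 / Schedule: binding step 1.5 h, 37 °C, antibody labelling 20 min, ice / Signal: flow cytometry, PE anti-B7-1 (FL2) versus Alexa647 anti-CD8 (FL8), PFA-fixed / Evaluation: percent CD8+ FL2 mean versus row control / Benchmarks: naked versus QL9-loaded vesicles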
MT stabilize HCS – microtubule stabilizers in HeLa cells; AID 2205; % tubulin-high responders, % at 10 µM; HeLa tubulin immunostaining HCS, 24 h; share of cells brighter than vehicle mean+2SD; 200,000 tested, 0.83% active;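 active means plate Z-score above 3 for both tubulin-high and condensed-nucleus cell shares, with cell loss under 80%, at 10 µM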;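 further: anti alpha tubulin signal scored within the nucleus-defined area of each cell; some results filed as inactive read as strong as hits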
Ins promoter up – MIN6 insulin promoter up-regulation | z-score at 5 µM | 190,000 tested, 0.3% active | MIN6 insulin promoter-GFP reporter, high-content imaging; stronger effect = higher value;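 active means z-score above 3 at 5 µM with at least 500 cells counted in the well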
Dynein transport cytoplasmic EGFP – second read-out of Dynein transport, no call of its own (marks repeat the call); z-score; measured here: cytoplasmic GR-EGFP intensity; stronger effect = higher value
Dynein transport nuclear GR-EGFP – also measured in Dynein transport; calls as there; z-score; measured here: nuclear GR-EGFP intensity;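 lower value marks the stronger effect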
Dynein transport cell count – second read-out of Dynein transport, no call of its own (marks repeat the call); z-score; measured here: cell count per field
Ins promoter up cell count – recorded beside Ins promoter up, whose call it bears; cell count; measured here: cytotoxicity, nuclei count;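 total cells summed across four imaged fields per well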
Hep lipid drop cells 6.5 µM – recorded beside Hep lipid drop, whose call it bears; cell count; measured here: cell count, cytotoxicity flag;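 cells counted across two imaged fields per well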
bCat nuc transl cell count 5 µM – recorded beside bCat nuc transl, whose call it bears; cell count; measured here: cell count, cytotoxicity flag
T cell modulator vesicle-bound % – recorded beside T cell modulator, whose call it bears; double positive events, %; measured here: CD8+ vesicle-bound cell fraction;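 binding gate set so that unloaded-vesicle control wells show 10% double positive cells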
MT stabilize HCS Hoechst-high % – also measured in MT stabilize HCS; calls as there; % Hoechst-high responders; measured here: nuclear condensation Hoechst responders;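 share of cells brighter than vehicle mean plus two SD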
MT stabilize HCS cytotoxicity % – further read-out of MT stabilize HCS, marked with its call; toxicity, %; measured here: cytotoxicity by cell density;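 0% = mean cell density of plate MIN control wells and 100% = no cells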
Myeloid diff MLP GFP+ MAC1+ % – also measured in Myeloid diff MLP; calls as there; GFP+ MAC1+ double positive, %; measured here: differentiation confirmed by MAC1 staining
Starred values were filed as active, the others as inactive; i = inactive; nt = not tested or not shown.

SMILES | PMI inhibitors | bCat nuc transl | bCat nuc transl cell count 5 µM | Dynein transport | Dynein transport cytoplasmic EGFP | Dynein transport nuclear GR-EGFP | Dynein transport cell count | Myeloid diff MLP | Myeloid diff MLP GFP+ MAC1+ % | Hep lipid drop | Hep lipid drop cells 6.5 µM | TNAP activators | T cell modulator | T cell modulator vesicle-bound % | MT stabilize HCS | MT stabilize HCS Hoechst-high % | MT stabilize HCS cytotoxicity % | Ins promoter up | Ins promoter up cell count
CC(Oc1ccc(Cl)cc1)C(=O)NCCN1C(=O)S/C(=C\c2cccnc2)C1=O (stereo not drawn) | 4% | -0.1 | 1086 | 1.3 | -0.33 | 0.52 | 0.63 | i | 3.3 | -19 | 664 | 0.9 | i | 41 | 1.3 | 2.1 | 4.1 | -0.3 | 1487
CCOC(=O)C1=C(c2ccccc2)Nc2ncnn2C1c1ccc(OC)c(OC)c1OC (stereo not drawn) | 2% | 0.3 | 1365 | 3.6 | -0.18 | 1.4 | -2 | i | 5.2 | nt | nt | 1 | i | 47 | 2.4 | 1.4 | 2.8 | 0.2 | 1667
COC(=O)c1c(NC(=O)c2ccccc2[N+](=O)[O-])sc2c1CC(C)(C)NC2(C)C | 0% | -0.1 | 922 | 1.4 | 0.7 | 0.85 | -0.66 | i | 0.5 | 6 | 656 | 1 | i | 50 | 2.8 | 1.9 | 4.1 | 0.1 | 1181
CC(C)Cc1nnc(NC(=O)Cc2ccc([N+](=O)[O-])cc2)s1 | -3% | 0.2 | 488 | -0.49 | -0.052 | -0.21 | 0.94 | i | 4.6 | 0 | 681 | 1 | i | 13 | 8.1 | 2.5 | 7.8 | -0.84 | 1244
COC(=O)c1cc(=O)n(-c2ccc(F)cc2)c(=Nc2ccc(F)cc2)s1 | 9% | -2.5 | 573 | -4.2* | 1.3* | -2.1* | 0.44* | i | 1.6 | 3 | 731 | 1.1 | i | 45 | 7.3 | 2.6 | 1.4 | -0.71 | 1185
NC(=O)c1cc(C(=O)c2ccc(Cl)cc2Cl)c[nH]1 | 3% | -3.1 | 1083 | -1.4 | -0.28 | -0.15 | -0.21 | i | 0.2 | 1 | 600 | 1.1 | i | 47 | 5.1 | 3.1 | 7.0 | -0.26 | 1633
COCc1nnc(NC(=O)CC(c2ccccc2)c2ccccc2)s1 | 6% | -2.0 | 1215 | 0.55 | -0.23 | -0.65 | -0.19 | i | 0.8 | nt | nt | 1 | i | 60 | 2.8 | 1.7 | 6.7 | 0.78 | 1471
CCCC(=O)NC1=C(C#N)C2(CCCC2)Cc2ccccc21 | 4% | nt | nt | 1.6 | 0.18 | 0.78 | -0.49 | i | 2.9 | 11 | 737 | 1.1 | nt | nt | 2.7 | 1.9 | 9.4 | 1 | 1177
CCOC(=O)c1sc(N=NC2=C(O)CCCC2=O)c(C(=O)OCC)c1C | -2% | 5.6 | 1100 | -0.66 | -0.31 | 0.4 | 0.54 | i | 0.2 | -10 | 672 | 1.3 | i | 56 | 5.0 | 2.4 | 7.7 | -0.18 | 1251
O=C(CSc1nnnn1Cc1ccccc1)Nc1ccc2c(c1)OCO2 | 2% | nt | nt | -1.1 | -0.25 | -0.39 | 0.4 | i | 2.5 | -2 | 693 | 1.1 | i | 22 | 2.1 | 2.2 | 4.8 | 2.1 | 1113
O=c1c(Cc2ccc(F)cc2)c(O)ccn1C1CC1 | 8% | 1.2 | 1021 | -0.57 | -0.18 | -0.56 | 0.49 | i | 1.3 | -10 | 564 | 1 | i | 13 | 0.3 | 1.9 | 10 | 1.4 | 1559
CCCCCn1c(N2CCC(Cc3ccccc3)CC2)nc2c1c(=O)[nH]c(=O)n2C | nt | nt | nt | -0.61 | -0.25 | -0.22 | -0.002 | i | 1.8 | nt | nt | nt | i | 26 | 2.3 | 2.0 | 3.3 | nt | nt
CC(=O)N1CC=CC1(C)C(=O)NCc1cc(F)cc(C(F)(F)F)c1 (stereo not drawn) | -18% | -4.1 | 533 | 1.9 | -0.32 | 1.1 | 0.079 | i | 2.0 | -9 | 706 | 1 | nt | nt | 3.8 | 2.2 | 9.2 | -0.12 | 1063
COc1ccc(OC)c(/C=C2\SC(=S)N(C(C(=O)O)c3ccccc3)C2=O)c1 (stereo not drawn) | nt | -1.3 | 1303 | 3.4 | -0.16 | 1.4 | -1.9 | i | 0.8 | -19 | 750 | nt | i | 40 | nt | nt | nt | 0.48 | 1099
Cn1nnnc1NCc1cccc(Cl)c1 | 0% | 0.8 | 1533 | 0.025 | -0.2 | -0.22 | 0.36 | i | 0.4 | -1 | 624 | 1 | i | 39 | 3.0 | 2.5 | 1.8 | nt | nt
Cc1ccc2nc(NC(=O)C3CCN(S(=O)(=O)c4cccs4)CC3)sc2c1 | 14% | 0.5 | 1433 | 0.45 | -0.28 | 0.48 | -0.89 | i | 1.6 | nt | nt | 1 | i | 28 | 4.9 | 2.8 | 2.7 | -0.19 | 983
Cc1ccc(S(=O)(=O)C2CS(=O)(=O)CC2O)cc1 (stereo not drawn) | -11% | nt | nt | -0.27 | 0.081 | -0.11 | 0.23 | i | 2.3 | 14 | 805 | 1.2 | i | 36 | 1.3 | 1.0 | 5.1 | nt | nt
O=C1NC2(CCCCCC2)Cc2ccccc21 | 4% | -2.3 | 1197 | -0.75 | 0.2 | -0.099 | 0.4 | i | 7.0 | 6 | 776 | 1.1 | i | 19 | 2.1 | 1.6 | 4.6 | 0.98 | 901
CCOc1ccc(N(C(C)C(=O)NC(C)CC)S(C)(=O)=O)cc1 (stereo not drawn) | 9% | 2.0 | 1382 | 2.5 | -0.27 | 1.2 | -0.88 | i | 0.9 | nt | nt | 1.1 | i | 49 | 4.3 | 1.8 | 0.3 | -0.17 | 1504
Cc1cc(Br)c(NC(=O)CCl)c(Br)c1 | -16% | 0.7 | 922 | 1.7 | 0.39 | 1.4 | -1.7 | i | 0.1 | 3 | 409 | 1.2 | i | 56 | 2.3 | 5.2 | 9.0 | nt | nt
COc1cc(/C=N/n2cnnc2)ccc1OCCOc1ccccc1 | 2% | -4.3 | 994 | -0.6 | -0.36 | -0.17 | 0.96 | i | 0.4 | nt | nt | 1.1 | i | 54 | 4.7 | 2.3 | 5.8 | -0.61 | 1423
OCCCCCN=c1cc(-c2ccccc2)oc2ccc(Cl)cc12 | 6% | -1.7 | 1294 | -1.3 | -0.2 | -1.3 | 0.28 | i | 1.5 | nt | nt | 1.1 | i | 18 | 4.9 | 1.3 | 21 | -1.1 | 1451
COc1ccc(C(=O)Nc2nc(N3C(=O)c4ccccc4C3=O)n(-c3ccccc3)n2)cc1 | -1% | 0.3 | 1126 | -1.2 | -0.24 | -0.67 | 0.78 | i | 0.7 | 11 | 752 | 1.2 | i | 45 | 0.9 | 1.4 | 5.8 | nt | nt
CCC(C)[C@H](NC(=O)NC(C)C)C(=O)O (stereo partly drawn) | -8% | 0.1 | 547 | -0.61 | -0.31 | 0.26 | 0.71 | i | 0.2 | nt | nt | 1.1 | i | 9 | 2.5 | 2.1 | 9.5 | 0.69 | 1345
Cc1ccc(S(=O)(=O)N2CCCOC2CNC(=O)C(=O)NC2CCCCC2)cc1 (stereo not drawn) | -5% | -4.0 | 1056 | 0.18 | -0.37 | -0.44 | -0.49 | i | 0.0 | 4 | 706 | 1.1 | i | 52 | 3.9 | 3.1 | 9.0 | -0.86 | 1570
COc1cc(O)c(C(CCN2CCOCC2)c2ccc(N(C)C)cc2)c(OC)c1 (stereo not drawn) | nt | 0.5 | 1235 | -0.35 | -0.78 | -0.082 | -0.0076 | i | 2.1 | -1 | 687 | nt | i | 21 | nt | nt | nt | 0.29 | 1106
O=C(O)CSc1ncnc2sc3c(c12)CCC3 | 8% | 0.0 | 1334 | 0.36 | -0.16 | 0.4 | -0.63 | i | 5.6 | nt | nt | 1.1 | i | 19 | 1.7 | 1.2 | 3.1 | 0.07 | 1659
CCCCNCCCOc1cc(Cl)ccc1Cl | -9% | 1.4 | 1001 | -0.087 | -0.28 | -0.085 | 1.9 | i | 0.4 | 5 | 819 | 1 | i | 49 | 2.8 | 1.9 | 11 | 0.5 | 932
O=C(Nc1ccc(C2CCCCC2)cc1)C1CCN(c2ncccn2)CC1 | -2% | 0.1 | 733 | nt | nt | nt | nt | i | 1.2 | nt | nt | 1 | i | 54 | nt | nt | nt | -0.58 | 1095
